Screens from PubChem.
MITF act: increases MITF-driven TRPM1 promoter luciferase signal. 300,000 tested, 0.75% active. activation, % at 12.5 µM. SK-MEL-5 TRPM1-promoter luciferase, 24 h; % of positive control, neutral wells = 0;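 active = mean activation of at least 80% with every replicate also reaching 80%; inconclusive = mean reaches 80% but some replicate falls short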;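 also: 0% = neutral control wells and 100% = parthenolide positive control wells; values of inactives mirror those of a sister screen read the other way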
Wnt act: activators of Wnt/beta-catenin signaling | activation, % at 9.35 µM | 300,000 tested, 1.2% active | Wnt/beta-catenin reporter cell assay, activator, plate reader | AID 743398; in the data active = activation above about 30%, passing the limit was not always enough; inconclusive = no clear call, values can overlap the other calls;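 also: 0% = neutral control wells and 100% = positive control wells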
PvdQ inh: P. aeruginosa PvdQ acylase inhibition; AID 488965; purified PvdQ acylase, fluorescence plate reader; 340,000 tested, 0.063% active; inhibition, % at 10 µM; in the data active = inhibition above about 30%, passing the limit was not always enough; inconclusive = no clear call, values can overlap the other calls;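 also: 0% = vehicle neutral wells and 100% = reference inhibitor wells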
CDK5 inh: inhibitors of human CDK5/p35 kinase | 330,000 tested, 0.01% active | Recombinant CDK5/p35, ADP-Glo luminescence, 60 min | inhibition, % at 10 µM;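 active = highest replicate inhibition of at least 50% and at least 75% of replicates reaching 50%; inconclusive = only one of the two criteria met; inactive = both criteria failed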;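 also: plate controls were DMSO neutral control for no effect and GW8510 at 10 µM for full effect; many of its hits are not listed in these tables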
HTR5A ag: counter-screen for OPRM1-OPRD1 agonists: human HTR5A agonism; activation, % at 9.3 µM; P47898; 340,000 tested, 0.61% active; HTR5A agonist assay, luminescence, cell-based; in the data active = activation mostly above about 9.5%, no sharp cut-off; inactive = mostly below about 7.6%;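 also: 0% = cells with vehicle only and 100% = reference agonist; strong numbers were not always called active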
Target sequence (P47898 whole entry, looked up): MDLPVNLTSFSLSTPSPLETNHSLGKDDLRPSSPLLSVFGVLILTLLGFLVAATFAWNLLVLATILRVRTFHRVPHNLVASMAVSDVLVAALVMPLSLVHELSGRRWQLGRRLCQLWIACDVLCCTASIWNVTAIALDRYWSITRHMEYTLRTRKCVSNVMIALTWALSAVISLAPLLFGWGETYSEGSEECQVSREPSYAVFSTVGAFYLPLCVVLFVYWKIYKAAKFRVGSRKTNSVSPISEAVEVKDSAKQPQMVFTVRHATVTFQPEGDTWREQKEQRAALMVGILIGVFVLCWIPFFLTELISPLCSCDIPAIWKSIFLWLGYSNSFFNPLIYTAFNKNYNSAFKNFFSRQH
SR-BI DiI-HDL act: SR-BI HDL lipid transfer activation; CHO ldlA[mSR-BI] cells, DiI-HDL uptake fluorescence, 3 h; 100 = double the neutral-control signal; activation, % at 12.5 µM; 320,000 tested, 0.096% active; AID 504775;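 active = mean replicate activation of at least 60% and every replicate at or above 60%; inconclusive = mean or all-replicate condition met, but not both; inactive = mean below 60% and not all replicates reaching 60%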;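 also: 0% = median plate neutral-control signal and 100% = twice that signal; values of inactives mirror those of a sister screen read the other way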
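Material – SR-BI-overexpressing, LDLR-lacking CHO cells · Medium – BSA-supplemented, HEPES-buffered Ham's F12, pH 7.4 · Doses – single concentration · Times – compound with DiI-HDL co-incubation, 3 h at 37 °C · Measured by – bottom-read fluorescence, 550/595 nm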
SR-BI HDL uptake: blocks mouse SR-BI lipid uptake from DiI-HDL; Q61009; ldlA[mSR-BI] CHO cells, DiI-HDL uptake fluorescence, 3 h; inhibition, % at 12.5 µM; 320,000 tested, 0.96% active; AID 488896;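 active = mean replicate inhibition of at least 70% and a set share of replicates each scoring 70 or more; inconclusive = meets just one of the two criteria; inactive = fails both criteria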;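 also: 0% = median of neutral control wells and 100% = median of positive control wells; values of inactives mirror those of a sister screen read the other way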
cardiac RTF act: cardiac RTF calcium sensitization; P19429+P45379; IANBD-labeled TnC RTF fluorescence at EC20 calcium; 0% EC20 calcium, 100% full calcium; activation, % at 7.2 µM; 340,000 tested, 0.24% active; AID 493008;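 active = activation above the mean over all tested compounds plus 3 SD, cut at about 30% in these data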;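 also: rise in fluorescence read as greater calcium sensitivity of cardiac thin filaments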
dFosB act: enhances mouse delta FosB homodimer DNA binding. P13346. purified delta FosB, TAMRA-CDK5 oligo fluorescence polarization; percent of positive-control signal above neutral wells. activation, % at 25 µM. 340,000 tested, 0.99% active;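 active = mean activation above about 17%, with every replicate also reaching it, limit read from the data, passing the limit was not always enough; inconclusive = only one of the two conditions met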;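 also: fluorescence polarization rise as delta FosB binds a TAMRA Cdk5 AP-1 oligo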
Target sequence (P13346 whole entry, looked up): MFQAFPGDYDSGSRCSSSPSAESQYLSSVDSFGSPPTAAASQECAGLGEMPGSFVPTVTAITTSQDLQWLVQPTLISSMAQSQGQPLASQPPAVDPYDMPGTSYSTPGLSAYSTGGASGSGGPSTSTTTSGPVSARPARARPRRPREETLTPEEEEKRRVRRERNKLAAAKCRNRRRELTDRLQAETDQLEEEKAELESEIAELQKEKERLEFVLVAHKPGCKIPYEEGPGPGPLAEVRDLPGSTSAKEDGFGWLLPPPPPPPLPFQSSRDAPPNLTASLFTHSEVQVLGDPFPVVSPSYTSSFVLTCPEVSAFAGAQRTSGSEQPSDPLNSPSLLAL
Rtt109 Vps75: C. albicans Rtt109 histone acetyltransferase inhibition; 330,000 tested, 0.16% active; purified Rtt109/Vps75, ThioGlo CoA-SH fluorescence, 4 h; Q5AAJ8; inhibition, % at 34.9 µM; AID 540336;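 active = inhibition of at least 50% in every replicate; inconclusive = best replicate reaches 50% inhibition but some replicates fall short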
Target sequence (Q5AAJ8 whole entry, looked up): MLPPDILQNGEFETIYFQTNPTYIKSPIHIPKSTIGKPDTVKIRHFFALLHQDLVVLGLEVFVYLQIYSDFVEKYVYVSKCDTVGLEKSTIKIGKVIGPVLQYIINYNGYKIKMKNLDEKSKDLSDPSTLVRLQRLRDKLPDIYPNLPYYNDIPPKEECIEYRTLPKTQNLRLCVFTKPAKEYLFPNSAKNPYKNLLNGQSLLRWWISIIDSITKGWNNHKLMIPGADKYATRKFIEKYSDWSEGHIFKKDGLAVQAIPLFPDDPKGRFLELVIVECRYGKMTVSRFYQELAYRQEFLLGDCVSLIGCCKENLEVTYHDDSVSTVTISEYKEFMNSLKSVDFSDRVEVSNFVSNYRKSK
An asterisk follows results filed as active; ? = inconclusive; nt = no result given. Compounds were not picked by outcome; any-hit rate near 4.4%.

SMILES	MITF act	Wnt act	PvdQ inh	CDK5 inh	HTR5A ag	SR-BI DiI-HDL act	SR-BI HDL uptake	cardiac RTF act	dFosB act	Rtt109 Vps75
O=C(CC1CS(=O)(=O)CC1CC(=O)Oc1ccccc1F)Oc1ccccc1F (stereo not drawn)	19.7	-2.7	-1.2	0.3	2.2	0.3	-0.3	1.1	-8.0	1.8
NC(=O)CC(NC(=O)c1ccccc1)c1ccc(NC2CCC2)c([N+](=O)[O-])c1 (stereo not drawn)	7.6	-0.2	-8.4	-0.9	-0.8	21.1	-21.1	-2.7	-2.7	1.4
Cc1ccn2c(c1)nc(=O)c1cc(S(=O)(=O)N3CCOCC3)ccc12	-2.5	-2.4	-3.1	0.1	2.8	11.5	-11.5	-1.6	3.6	-19.3
COc1ccccc1NC(=O)c1ccc(CS(=O)(=O)c2ccc(C)cc2)cc1	-0.6	-2.2	-6.7	1.0	7.4	-35.3	35.3	-8.7	-4.2	1.8
CC1Cc2ccccc2N1C(=O)CSc1nnc(-c2ccc(S(=O)(=O)N3CCOCC3)cc2)n1C (stereo not drawn)	-5.2	nt	-5.4	-0.7	-0.6	-43.4	43.4	4.8	-6.6	2.7
Cc1cc(OCC(=O)N2CCC(C(N)=O)CC2)c2c(C)c(C)c(=O)oc2c1	6.9	nt	-8.1	-2.2	-0.1	11.5	-11.5	-0.3	1.3	-3.9
COc1ccc2c3c1O[C@H]1C[C@@H](O)C=C[C@@]31CCN(C)C2	-0.8	0.4	1.9	0.5	-2.1	10.8	-10.8	-3.1	1.0	8.6
Cc1c(NC(=O)CSc2ccc3ccccc3n2)c(=O)n(-c2ccccc2)n1C	-5.1	12.3	-8.8	-0.5	-2.5	2.1	-2.1	-3.7	0.9	-4.1
COc1ccc(F)cc1S(=O)(=O)Nc1cccc(C(=O)O)c1	-0.6	-1.9	-7.3	-1.4	3.4	43.1	-43.1	-0.3	7.4	-19.6
COc1ccccc1CCNC(=O)C(=O)NCCC1CCCCN1S(=O)(=O)c1cccs1 (stereo not drawn)	2.9	-4.6	-10.2	1.1	2.9	-31.6	31.6	-2.8	-2.9	4.8
O=C(COc1ccc(Nc2ccccc2)cc1)Nc1ccncc1	-17.8	-10.0	0.7	1.8	0.1	-4.3	4.3	-13.6	-3.1	6.0
COCCCNC(=O)/C(C#N)=c1\s/c(=C\c2ccccc2OC(F)F)c(=O)n1CCCOC	0.7	nt	-5.3	2.2	-0.4	-19.7	19.7	4.5	4.8	-11.3
O=C(CSc1nnc(CNC(=O)c2ccc(F)cc2)o1)Nc1ccc2c(c1)OCO2	10.2	-1.2	-6.3	-0.5	0.6	-3.0	3.0	-0.4	7.0	-6.3
CCC(C)c1ccc(OCC(=O)NNC(=O)C2CCCCC2)cc1 (stereo not drawn)	4.0	-1.6	4.9	-0.9	-3.1	-9.8	9.8	-4.7	-1.0	-3.3
CCN1C(=O)C(CC(=O)Nc2ccc(OC)cc2)N(Cc2ccc3c(c2)OCO3)C1=S (stereo not drawn)	11.4	-3.5	-8.8	-0.4	-3.0	5.6	-5.6	4.1	-3.2	-17.2
Cc1ccc2[nH]c(C(=O)N3CCN(C(c4ccccc4)c4ccccc4)CC3)cc2c1	4.2	-0.6	-13.5	0.1	1.1	-1.4	1.4	7.8	-2.1	-0.3
COc1ccc(-c2cc3ccc(O)cc3oc2=O)cc1	89.1*	1.5	-10.8	-0.3	2.5	28.9	-28.9	-4.1	5.1	13.5
NC(=O)Nc1ccc(F)cc1	7.7	nt	5.5	0.7	0.0	7.2	-7.2	2.3	-5.0	-9.8
O=C(Nc1nc2ccccc2n1CCN1CCCCC1)c1ccco1	-14.4	nt	-7.1	2.8	nt	25.2	-25.2	-0.6	-16.6	-0.5
CCN(CC)c1ccc(/C=C2\CCC(/C=C(\C#N)C(=O)Nc3ccccc3F)=C2N2CCOCC2)cc1	-35.6	-9.4	1.1	1.8	3.6	-9.6	9.6	3.6	1.5	nt
CC(C)(C)n1cnc2cc(NS(=O)(=O)c3ccc(Br)cc3)ccc21	3.1	nt	5.6	1.4	-0.7	1.9	-1.9	-4.1	4.0	11.9
Cc1noc(C)c1CSCC(=O)Nc1nc2ccc(S(C)(=O)=O)cc2s1	-15.0	1.6	1.3	2.5	-0.4	-9.9	9.9	6.0	-2.2	3.1
O=c1nc2cccc3c2=c(/c1=C(\O)c1ccccc1)c1ccccc1c3=O	-8.2	-6.3	-8.4	-2.2	-4.5	11.9	11.2	-3.1	-1.8	-1.6
CC1CN(c2ncnc3c2c(-c2ccccc2)cn3-c2ccc(F)cc2)CC(C)O1 (stereo not drawn)	3.9	-2.6	-7.6	0.0	-20.8	-54.8	54.8	1.3	-7.0	10.3
O=C(C=Cc1ccco1)c1ccc([N+](=O)[O-])cc1	13.0	1.8	6.4	-0.4	5.0	-8.3	8.3	-2.0	3.6	-7.9
CCCCCC(=O)Nc1cccc(C2=NOC3(C2)C[C@H](C(N)=O)N(C(=O)COc2ccc(Cl)cc2)C3)c1 (stereo partly drawn)	-5.5	-3.2	6.8	2.7	5.5	-49.3	49.3	1.6	11.8	-0.7
CC(=O)Nc1ccc(S(=O)(=O)N2CCSC2C(=O)O)cc1 (stereo not drawn)	-5.6	nt	-15.0	3.8	-2.1	13.2	-13.2	1.4	-0.1	nt
CC1CC(C)CN(C(=O)Cn2nnc(-c3ccc(Br)cc3)n2)C1 (stereo not drawn)	-5.6	-1.4	-6.6	2.1	2.9	nt	nt	-2.5	0.3	10.5
O=C(NC(=O)c1ccc(Cl)cc1)Nc1cc(N2CCCCC2)ncn1	16.5	nt	-8.5	-0.7	1.1	-0.8	0.8	1.7	-1.2	-7.1
O=C(Nc1ccc(N2CCCC2)c(Cl)c1)c1ccc([N+](=O)[O-])cc1	12.6	-2.9	-7.7	-0.8	-3.2	-75.1	75.1*	-8.2	-3.7	-0.7
CCOc1ccc(/C=C/C(=O)Oc2ccc(OC)cc2)cc1	nt	-3.5	-0.5	0.8	-1.1	0.1	-0.1	6.4	7.9	-1.1
O=C(CC1COc2ccccc2O1)NC1CCCCC1 (stereo not drawn)	16.0	nt	-0.7	-1.3	6.3	7.9	-7.9	-3.0	4.0	-3.0
CCOc1ccccc1C(=O)NCC(=O)OCc1c(C)noc1C	3.2	-1.8	5.7	-0.1	1.4	-26.2	26.1	4.0	1.6	48.9
Cc1cccc(NC(=O)Cn2c(/C=C/c3ccccc3)nc3ccccc32)c1	45.6	29.3	-11.8	1.3	nt	11.7	-11.7	-0.7	-2.1	-9.2
CCOC(=O)C1CCN(Cc2cc(=O)n3c(-c4ccccc4)csc3n2)CC1	-9.9	-2.6	1.7	0.0	-0.2	-3.3	3.3	4.5	-8.6	nt
COc1cccc(OC)c1OCCCN1CCOCC1	-3.9	nt	3.5	-2.0	1.8	12.1	-12.1	2.6	-4.1	0.2
CC(=O)C1=C(C)Nc2ncnn2C1c1ccccc1F (stereo not drawn)	-3.4	-1.6	-4.2	-0.4	-4.5	-6.8	6.8	0.3	3.1	-1.2
COc1cccc(N2CC(NC(=O)c3ccc4ccccc4c3)CC2=O)c1 (stereo not drawn)	2.4	1.2	-8.1	0.2	-2.8	nt	nt	10.1	2.6	-0.4
COc1ccc(CCNC(=O)C(=O)NCC2OCCN2S(=O)(=O)c2ccc(Br)cc2)cc1OC (stereo not drawn)	7.1	-2.6	12.2	-1.1	6.5	-0.7	0.7	12.3	0.0	2.6
Cc1cccc(N2N=C(C(=O)N3Cc4ccccc4CC3C(N)=O)CCC2=O)c1 (stereo not drawn)	0.4	1.0	-2.6	-1.9	3.5	18.5	-18.5	-1.3	-10.2	-0.6
Cn1c(SCC(=O)NCc2ccc3c(c2)OCO3)nc2scc(-c3cccs3)c2c1=O	nt	-4.1	1.5	-0.5	0.4	0.3	-0.3	-0.6	?	nt
COC(=O)Cc1cc(=O)[nH]c(Nc2nc3ccccc3o2)n1	1.3	nt	-1.4	-0.2	-1.4	-8.6	8.6	2.1	-8.4	4.9
O=C(O)COc1ccccc1C(Nc1cccnc1)c1cc(Cl)c2cccnc2c1O (stereo not drawn)	-18.1	nt	-6.4	3.0	nt	1.6	-1.6	nt	-9.2	28.6
Cc1cc(NC(=O)CN2CCC(O)(c3cccc(F)c3)CC2)no1	-2.4	-4.9	-9.6	1.6	1.6	-9.5	9.5	0.7	6.1	-0.3
Nc1nc(SCC(=O)Nc2cccnc2Cl)n[nH]1	-3.8	0.6	-23.8	0.0	4.2	30.2	-30.2	10.5	-3.2	3.5
Cc1c(-c2ccccn2)c(=O)[nH]n1-c1ccc(F)cc1	-2.9	10.5	-11.0	-1.0	2.1	-5.3	5.3	6.1	-1.0	1.3
CC(C)c1nc2ccc(NC(=O)C3CCCCC3)cc2[nH]1	nt	0.2	-10.8	0.4	-2.3	10.5	-10.5	-5.3	-4.9	6.0
COc1ccc(C(=O)N(CN2CCCC2=O)c2nccs2)cc1OC	nt	nt	0.4	0.3	-2.1	-12.2	12.2	-2.6	1.6	9.0
O=C(CSc1nc2nc(-c3cccs3)cc(C(F)(F)F)c2c(=O)[nH]1)Nc1ccc(F)c(F)c1	-7.6	nt	-15.1	-3.1	-0.4	-1.8	1.8	2.6	4.9	-0.3
COc1cccc(-c2cc(C(=O)N3CCN(C(=O)c4ccco4)CC3)[nH]n2)c1	-5.3	1.0	0.9	0.7	-3.5	-5.7	5.7	-6.4	-6.5	-3.6
CC(=O)c1ccc(OCCCC(=O)Nc2ccc(C)c(S(=O)(=O)N(C)C)c2)cc1	-5.3	nt	-11.0	-1.5	0.1	-12.2	12.2	-3.1	-4.4	1.0
O=C(CSc1nnc(Cc2cccs2)n1-c1ccccc1)NCc1ccc2c(c1)OCO2	2.0	-5.8	-17.0	-1.4	2.6	-1.7	1.7	1.7	-6.3	-3.1
Cc1ccc(-c2nnc(-n3nnc4ccccc43)c3ccccc23)cc1	nt	3.2	-3.5	-2.9	-2.8	-51.5	51.5	6.5	-5.7	4.4
O=C(O)c1cc(-c2cccs2)nc2ccc(F)cc12	-15.0	2.2	-4.6	-0.1	-4.4	5.0	-5.0	0.6	-2.0	-13.5

One compound at a time (already shown). Order of screens: MITF act | Wnt act | PvdQ inh | CDK5 inh | HTR5A ag | SR-BI DiI-HDL act | SR-BI HDL uptake | cardiac RTF act | dFosB act | Rtt109 Vps75
CC1Cc2ccccc2N1C(=O)CSc1nnc(-c2ccc(S(=O)(=O)N3CCOCC3)cc2)n1C (stereo not drawn) is listed as -5.2 | nt | -5.4 | -0.7 | -0.6 | -43.4 | 43.4 | 4.8 | -6.6 | 2.7
Cc1c(NC(=O)CSc2ccc3ccccc3n2)c(=O)n(-c2ccccc2)n1C is listed as -5.1 | 12.3 | -8.8 | -0.5 | -2.5 | 2.1 | -2.1 | -3.7 | 0.9 | -4.1
